ATXN2 expr inh: ATXN2 expression inhibition; Potency, µM (top dose mostly 57 µM), for the others: at the highest dose activity change, negative = inhibition, usual class: inhibitors; AID 1745845; HEK-293 ATXN2-luciferase reporter, luminescence, 24 h; hit rate 0.72% among 360,000; further: potency means the concentration at half of the fitted maximal effect; on the % scale 0 is the no-effect control and ±100 the full control effect; nearly all actives have a fitted effect of over 55% in size
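ATXN2-luciferase reporter cells (luciferase flanked by upstream and downstream ATXN2 gene portions) were treated 24 h at 37 °C with compounds at up to 57 uM. SteadyGlo luminescence gave expression; GF-AFC fluorescence gave viability.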
HT1080-NT tox: kills 2HG-producing HT-1080-NT fibrosarcoma cells; HT-1080-NT fibrosarcoma viability, CellTiter-Glo ATP luminescence, 48 h; AID 686970; Potency, µM (doses to about 46.1 µM), for inactives: at the highest dose activity, negative = less viability, actives largely listed as cytotoxic; hit rate 1.6% among 360,000;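 further: NT is the 2HG producing partner of a matched IDH1 knockdown line; potency means the concentration at half of the fitted maximal effect; 0% = DMSO-treated cells and -100% = media-only wells without cells; nearly all actives have a fitted effect of over 55% in size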
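Luminescent CellTiter-Glo readout after 48 hours of compound exposure at 37 degrees C defined viability of HT-1080-NT cells. Activity was normalized to DMSO wells and cell-free media wells; concentration-response curves were fitted and assigned curve classes.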
ATXN viability: viability counter-screen for ATXN expression inhibitors. hit rate 0.49% among 400,000. AID 651635. S2 cells (HEK-293 line with an ATXN2-luciferase reporter) viability, CellTiter-Fluor protease fluorescence, 24 h. Potency, µM (highest dose often 56.7 µM), most hits filed as cytotoxic; further: potency means the concentration at half of the fitted maximal effect; nearly all actives have a fitted effect of over 40% in size
KB-3-1 tox: kills parental KB-3-1 adenocarcinoma cells. KB-3-1 viability, CellTiter-Glo ATP luminescence, 72 h. Potency, µM (top dose mostly 46.1 µM), inactives show at the highest dose activity change, negative = cytotoxic, actives largely listed as cytotoxic. hit rate 1.4% among 400,000. AID 1347075; further: potency means the concentration at half of the fitted maximal effect; on the % scale 0 is the no-effect control and ±100 the full control effect; nearly all actives have a fitted effect of over 60% in size
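Luminescent ATP read-out (CellTiter-Glo) measures survival of drug-naive KB-3-1 cells after 72 h compound exposure at 37 °C. Titration series was screened from lowest to highest concentration, with DMSO vehicle plates as background controls.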
IL1B secr inh: blocks inflammasome-driven IL-1 beta release. THP-1 LPS/ATP IL-1B secretion, AlphaLISA, 16 h; hits give low values. activity change, % at 57.5 µM. hit rate 4.7% among 360,000. AID 743279; in the data active means activity change below about -50%; inconclusive means mostly about -30% to -49%; further: on the % scale 0 is the no-effect control and ±100 the full control effect
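Secreted IL-1B measured by AlphaLISA bead assay after 16 h compound exposure of THP-1 cells; compounds (final up to 57.5 uM) added 1 h before LPS (250 ng/mL) and ATP (1.25 mM) stimulation; lower signal means less secretion.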
HT1080 IDH1KD tx: HT-1080 IDH1 knockdown cell toxicity (counter line) | HT-1080 IDH1 knockdown viability, ATP luminescence, 48 h | Potency, µM (titrated, usually from 46.1 µM), without a hit: at the highest dose activity, negative = toxicity, most hits filed as cytotoxic | hit rate 2% among 360,000;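 further: potency means the concentration at half of the fitted maximal effect; 0% = DMSO wells and -100% = cell-free medium wells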
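In this qHTS, HT-1080 cells depleted of IDH1 are exposed for 48 h at 37 °C to compound titrations. Toxicity is scored from CellTiter-Glo luminescence, with DMSO as full viability and medium alone as none.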
MCF10A rerep: induces DNA re-replication in MCF 10a normal breast cells; MCF 10A DNA re-replication, Hoechst nuclear intensity, 48 h; Potency, µM (highest dose often 46.1 µM), for inactives: at the top dose activity, positive = re-replication, hits mostly activators; hit rate 2.9% among 350,000; AID 624296; further: potency means the concentration at half of the fitted maximal effect; % of control where 0% means no effect; nearly all actives have a fitted effect of over 50% in size
KB-V1 cytotox: KB-V1 MDR subline cytotoxicity; KB-V1 MDR cells viability, CellTiter-Glo, 72 h; Potency, µM (highest dose often 46.1 µM), for the others: top-dose activity change, negative = cytotoxicity, most hits filed as cytotoxic; hit rate 3.4% among 400,000; AID 1347076; further: potency means the concentration at half of the fitted maximal effect; on the % scale 0 is the no-effect control and ±100 the full control effect; nearly all actives have a fitted effect of over 60% in size
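Cytotoxicity via CellTiter-Glo luminescence after 72 h compound exposure at 37 degrees C. Cells: drug-selected KB-V1 line, DMEM phenol-red free plus 10% FBS. Compounds tested at multiple concentrations; normalized data fitted to concentration-effect curves.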
SW480 rerep: inducers of DNA re-replication in SW480 colon cancer cells; SW480 DNA re-replication, Hoechst DNA content imaging, 48 h; Potency, µM (series often up to 46.1 µM), without a hit: top-dose re-replication activation, actives largely listed as activators; hit rate 1.8% among 340,000; AID 624297; further: potency means the concentration at half of the fitted maximal effect; % of control where 0% means no effect; nearly all actives have a fitted effect of over 55% in size
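Image-based DNA-content assay: after two days of treatment, nuclei were labelled with the DNA dye Hoechst and imaged, and hits were compounds raising the count of nuclei showing high fluorescence intensity.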
An asterisk follows results filed as active; i = inactive; ? = inconclusive; · = not tested or not shown; [ ] = remark or other dose. Unless noted, the call rests on the fitted dose curve; in most records, active means well fitted curve in the direction sought with a large enough effect; inconclusive means small, poorly fitted or top-dose-only effect, or another doubt; inactive means no such curve, though single readings can be large; an effect the other way counts as inactive or inconclusive.

Sample of the layout (5 entries):
SMILES	ATXN2 expr inh	HT1080-NT tox	ATXN viability	KB-3-1 tox	IL1B secr inh	HT1080 IDH1KD tx	MCF10A rerep	KB-V1 cytotox	SW480 rerep
CC(C)(C)c1cc(CCC(=O)NNC(=O)c2ccncc2)cc(C(C)(C)C)c1O	-3%	-4%	i	-4%	?	-1%	0%	?	3%
CCc1ccc(N2CC(C(=O)Nc3ccc(S(=O)(=O)Nc4nccs4)cc3)CC2=O)cc1 (stereo not given)	-2%	11%	i	7%	7	11%	5%	22%	-7%
CCC(C)C(=O)Nc1cc(C(=O)OC)ccc1C(=O)OC (stereo not given)	-14%	?	i	-1%	50	-18%	1%	-9%	28%
O=C(CSc1nnc(-c2ccc(Cl)cc2)o1)c1ccc([N+](=O)[O-])cc1	12%	·	i	-23%	·	·	·	?	·
COc1cc(-n2nc(C)c3c2OC(N)=C(C#N)C3c2ccccc2)c(Cl)c(Br)c1O (stereo not given)	-9%	?	14µM*	-26%	20	?	?	0%	11%

The listing, previewed entries included:
SMILES	ATXN2 expr inh	HT1080-NT tox	ATXN viability	KB-3-1 tox	IL1B secr inh	HT1080 IDH1KD tx	MCF10A rerep	KB-V1 cytotox	SW480 rerep
CC(C)(C)c1cc(CCC(=O)NNC(=O)c2ccncc2)cc(C(C)(C)C)c1O	-3%	-4%	i	-4%	?	-1%	0%	?	3%
CCc1ccc(N2CC(C(=O)Nc3ccc(S(=O)(=O)Nc4nccs4)cc3)CC2=O)cc1 (stereo not given)	-2%	11%	i	7%	7	11%	5%	22%	-7%
CCC(C)C(=O)Nc1cc(C(=O)OC)ccc1C(=O)OC (stereo not given)	-14%	?	i	-1%	50	-18%	1%	-9%	28%
O=C(CSc1nnc(-c2ccc(Cl)cc2)o1)c1ccc([N+](=O)[O-])cc1	12%	·	i	-23%	·	·	·	?	·
COc1cc(-n2nc(C)c3c2OC(N)=C(C#N)C3c2ccccc2)c(Cl)c(Br)c1O (stereo not given)	-9%	?	14µM*	-26%	20	?	?	0%	11%
Cc1ccc(OCCN2CCN(C(=O)CCC(=O)Nc3nnc(C(C)C)s3)CC2)cc1	-20%	-11%	i	-18%	-19	-9%	0%	?	-1%
O=C(Nc1ccc(C(=O)O)cc1)/C(=C\c1ccco1)NC(=O)c1ccc(Br)cc1	·	5%	i	4%	21	6%	·	7%	·
Cc1cccc(N(C(=O)CCC(=O)Nc2cc(C)on2)C(C(=O)NC2CCCC2)c2ccncc2)c1 (stereo not given)	6%	12%	i	15%	2	20%	-2%	23%	-2%
O=C(c1nc2ccc(Cl)cn2c1CNCC[C@@H]1C[C@@H]2C=C[C@H]1C2)N1CCCCCCC1	0%	?	?	1%	-72*	?	18%	3%	20%
O=C(NCc1ccc2c(c1)OCO2)c1ccc2snnc2c1	7%	10%	i	0%	9	5%	-1%	6%	-5%
C/C(CC(=O)Nc1ccc(N(C)C)cc1)=N\NC(=O)c1ccc(F)cc1	2%	-3%	i	-8%	0	-12%	1%	10%	25%
COc1ccccc1-n1c(SCC(=O)NC2CCCC2)nc2cccnc21	1%	8%	i	12%	1	6%	-5%	-12%	-3%
Cc1ccc(OCC(=O)NCc2ccccn2)c(Br)c1	43%[activator]	11%	i	10%	-4	1%	4%	7%	0%[9.22 µM]
CCOc1ccc(/C=N/NC(=O)C2(O)c3ccccc3-c3ccccc32)cc1	-18%	24%	i	8%	6	6%	11%	0%	-5%
CCOCCc1c(O)nc(SCC(=O)N2CCOCC2)[nH]c1=O	-2%	6%	i	19%	8	7%	-11%	0%	-8%
Clc1ccc2nc(-c3ccccc3)c(CC3CCCCC3)n2c1	28%	-22%	i	0%	-2	-28%	·	11%	·
CC(=O)N1CCc2c(sc3c2c(=O)n(-c2cccc(Cl)c2C)c(=O)n3Cc2ccccc2C)C1	-8%	·	i	?	·	·	·	-12%	·
CC1Cc2ccccc2N1C(=O)C1CCN(S(=O)(=O)Cc2ccccc2)CC1 (stereo not given)	4%	6%	i	-9%	1	-3%	3%	-10%	3%
CC(C)COC(=O)C1C(=O)CC(C)(O)C(C(=O)OCC(C)C)C1c1cccnc1 (stereo not given)	-5%	5%	i	1%	0	9%	-1%	16µM*	-8%
Cc1ccccc1/C=N\NC(=O)c1ccccc1-n1cccc1	-19%	-4%	i	-1%	7	-4%	-34%[inhibitor]	-12%	1%
C=CCN1C(=O)c2ccc(C(=O)N(CCOC)c3c(N)n(CCCC)c(=O)[nH]c3=O)cc2C1=O	-4%	6%	?	-11%	13	3%	0%	7%	-5%
COC(=O)CC1COc2ccccc2N1S(=O)(=O)c1ccc(Br)cc1 (stereo not given)	·	-10%	i	-19%	17	8%	28%	?	10µM*
OC(CNc1ccccc1)COc1ccc(OCC(O)CNc2ccccc2)cc1 (stereo not given)	?	21µM*	?	?	-51*	21µM*	?	?	?
O=C(O)CCCN1C(=O)c2ccc(C(=O)c3cccc([N+](=O)[O-])c3)cc2C1=O	-5%	11%	i	5%	-1	-5%	4%	-4%	-4%
CSc1nc(-c2ccco2)nn1C(=O)c1ccccc1Cl	30%	12%	i	6%	11	5%	18%	9%	?
C[C@@H]1CN([C@@H](C)CO)C(=O)CCCn2nncc2CO[C@H]1CN(C)C(=O)c1ccc(N2CCN(C)CC2)cc1	-7%	1%	i	-2%	1	-4%	·	-3%	·
CC1=C(C(=O)N(C)C)CC(CC(=O)NC(c2ccccc2)c2ccccc2)C(=O)N1Cc1ccc(F)cc1 (stereo not given)	10%	2%	?	5%	23	6%	·	6%	·
CC(C)c1ccc(NC2CCCN(C(=O)CCCn3cncn3)C2)cc1 (stereo not given)	2%	4%	?	·	3	0%	0%	·	1%
CCOC(=O)c1cccc(NC(=O)c2ncoc2-c2ccco2)c1	8%	·	i	-3%	·	·	·	15%	·
O=C1OC(c2ccccc2)(c2ccccc2)c2ccsc21	·	4%	?	18%	2	0%	·	13%	·
CCOc1ccc(NC(=O)COC(=O)CNC(=O)c2ccc(-c3ccccc3)cc2)cc1	·	6%	·	0%	3	0%	-4%	12%	1%
Cc1ccc(CNC(=O)CN2CCN(Cc3ccc(Cl)cc3)C2=O)cc1	6%	-3%	i	9%	16	-13%	-4%	-13%	-1%
Cc1cc(C(=O)Cn2c(CO)nc3ccccc32)c(C)n1C	10%	0%	i	-1%	11	-9%	-6%	?	5%
COc1c(O)c(=O)n2c3ccccc3c3ccnc1c32	-7%	-3%	i	0%	-24	0%	10%	0%	-6%
COc1ccc(-n2nc3c(c2NC(=O)C2CC2)CS(=O)(=O)C3)cc1	4%	6%	i	6%	i	1%	2%	9%	-4%
CN(C)CCCNS(=O)(=O)c1cc(Cl)c(Cl)cc1Cl	·	-9%	i	1%	-25	-10%	4%	-16%	?
C=C[C@]1(C)C[C@H]1[C@H](NP(=O)(c1ccccc1)c1ccccc1)c1ccccc1	2%	3%	i	-2%	15	10%	4%	6%	-4%
CC(C)N1CCN(Cc2ccc(-c3ccccc3)cc2)CC1CCO (stereo not given)	-24%	?	i	4%	-15	?	?	21%	3%
COC(=O)CCC(=O)N1CCOCCOCCOCC1	32%	20%	i	7%	-2	17%	-20%	25%	-6%
O=C(O)c1cc(-c2ccc3c(c2)OCCO3)n[nH]1	-4%[11.3 µM]	14%	i	-4%	22	?	0%	-10%	2%
c1ccc(-c2noc(-c3cccnc3)n2)cc1	30%[activator]	5%	i	12%	29	5%	-3%	-29%	-2%
CCOC(=O)c1sc2ncn(C(CC)C(=O)OCC)c(=O)c2c1C (stereo not given)	2%	3%	i	1%	-12	-1%	7%	2%	1%
CSC1=NCCN1C(=O)Cc1cccs1	0%	0%	i	-5%	12	-7%	13%	-4%	14%
CN(C)S(=O)(=O)c1ccc2nnn(OCC(=O)NC3CCS(=O)(=O)C3)c2c1 (stereo not given)	8%	10%	i	0%	9	-1%	-1%	21%	-20%
CCNC(=O)CC1C(=O)N(c2ccc(F)cc2)C(=S)N1CCc1ccncc1 (stereo not given)	9%	6%	i	0%	2	5%	8%	0%	-4%

With a hit mark in SW480 rerep, among the entries above:
SMILES,IL1B secr inh,SW480 rerep
COC(=O)CC1COc2ccccc2N1S(=O)(=O)c1ccc(Br)cc1 (stereo not given),17,10µM*

(listing goes on)
SMILES	ATXN2 expr inh	HT1080-NT tox	ATXN viability	KB-3-1 tox	IL1B secr inh	HT1080 IDH1KD tx	MCF10A rerep	KB-V1 cytotox	SW480 rerep
O=C(NC1=NCCS1)c1cc(-c2cccc(Br)c2)nc2ccccc12	7%	-1%	i	?	?	-18%	?	15µM*	19%
CC(=O)Nc1c(C(=O)c2ccccc2)oc2ccccc12	·	1%	·	-4%	-12	6%	11%	1%	-12%
CC1CCN(C(=O)c2cc3c(ccc4ccccc43)o2)CC1	3%	-8%	i	21%	0	-2%	-4%	-4%	0%
CC(=O)Nc1ccc(/C=C/c2nc3ccccc3o2)cc1	8%	0%	i	0%	-1	1%	?	0%	24%
O=C(NNC(=O)C12CC3CC(CC(C3)C1)C2)c1cccc(O)c1	-2%	15%	i	4%	-12	1%	-2%	20%	?

Compound activity deposited in PubChem BioAssay by National Center for Advancing Translational Sciences (NCATS).
